Screening data deposited in PubChem by National Center for Advancing Translational Sciences (NCATS).
TbPYK inhibitor: qHTS of Trypanosoma Brucei Inhibitors. pyruvate kinase (Trypanosoma brucei), Q57TT1. TbPYK enzyme, Kinase-Glo Plus ATP luminescence, 45 min. Potency, µM (highest dose often 76.8 µM), for the others: at the highest dose activity, negative = inhibition, actives largely listed as inhibitors. 410,000 tested, 0.12% active. AID 624173, 2012; active = well fitted inhibition curve with a large enough effect; inconclusive = small, poorly fitted or top-dose-only effect; note: nearly all actives have a fitted effect of over 50% in size
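Quantitative HTS: titrated library compounds versus trypanosomal pyruvate kinase in TEA buffer (pH 7.2) containing KCl, MgCl2, BSA and Tween-20. Reactions were initiated with ADP, 130 uM final. Kinase-Glo Plus luminescence was read after 45 min at RT.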
* hit, by the source's call; ? = inconclusive; [ ] = remark or other dose. % is set by controls: 0 for no effect and ±100 for the full control effect; potency is the fitted concentration of half-maximal effect. An excerpt. The share of hits here may be higher or lower than overall.

| SMILES | TbPYK inhibitor |
| --- | --- |
| COc1ncnc2c1ncn2CCCNC1CCN(Cc2ccccc2)CC1 | -6% |
| COc1ccc(S(=O)(=O)n2nc(-c3ccco3)nc2NCc2ccc(OC)c(OC)c2)cc1 | 2% |
| COC[C@@H]1CCCN1[C@@H]1CS(=O)(=O)N[C@H]1COCc1ccccc1 | -9% |
| Cc1c(Cl)cccc1NC(=O)c1cc(-c2ccc3c(c2)OCO3)on1 | -3% |
| COc1cccc(CNc2nc3cc(-c4ccccc4C)sc3c(=O)n2C)c1OC | -1% |
| O=c1c(-c2ccc(F)cc2)nc2cncnc2n1C1CC1 | -5% |
| CC(C)c1ccc(NC(=O)c2cn(C3CCCC3)c(=O)c3c2c2ccccc2n3C)cc1 | 3% |
| COc1ccc(NC(=O)c2oc3ccc(S(=O)(=O)N4CCC5(CC4)OCCO5)cc3c2C)cc1Cl | -11% |

| SMILES | TbPYK inhibitor |
| --- | --- |
| CCOC(=O)c1c(C)c(-c2ccccc2)n(CC(=O)NC(CC)Cc2ccccc2)c1C (stereo unspecified) | 1% |
| COc1ccccc1-c1cnc(C(O)c2ccc(Cl)c(F)c2)[nH]1 (stereo unspecified) | -2% |
| CC1(C(=O)NS(=O)(=O)c2ccccc2C(F)(F)F)CCN1C(=O)CCc1ccccc1 (stereo unspecified) | 7% |
| O=C1[C@@H]2CSC(c3ccc(C(F)(F)F)cc3)N2C(=O)N1c1ccccc1 (stereo partly specified) | -2% |
| C[C@H](O)[C@@H]1CN2CCc3c([nH]c4ccccc34)[C@@H]2C[C@@H]1N(C)C(=O)Nc1cc(Cl)cc(Cl)c1 | -2% |
| Cc1ccc(S(=O)(=O)NC[C@H]2O[C@@H](n3cnc4c(N)ncnc43)[C@H](O)[C@@H]2O)cc1 | -3% |
| Cc1ccccc1CNc1nc(N(C)C)nc2c1cnn2C | -9% |
| CCN(CC)c1ccc(C2C(C(N)=O)=C(C)Nc3ncnn32)cc1 (stereo unspecified) | -5% |

An excerpt from above in order of molar mass, lowest first.
| SMILES | TbPYK inhibitor |
| --- | --- |
| COc1ccccc1-c1cnc(C(O)c2ccc(Cl)c(F)c2)[nH]1 (stereo unspecified) | -2% |
| O=C1[C@@H]2CSC(c3ccc(C(F)(F)F)cc3)N2C(=O)N1c1ccccc1 (stereo partly specified) | -2% |
| Cc1ccc(S(=O)(=O)NC[C@H]2O[C@@H](n3cnc4c(N)ncnc43)[C@H](O)[C@@H]2O)cc1 | -3% |
| C[C@H](O)[C@@H]1CN2CCc3c([nH]c4ccccc34)[C@@H]2C[C@@H]1N(C)C(=O)Nc1cc(Cl)cc(Cl)c1 | -2% |

Going on with the list.
| SMILES | TbPYK inhibitor |
| --- | --- |
| Cc1ccc(-c2nc(CCNC(=O)C(=O)Nc3ccc(F)cc3F)cs2)cc1 | -5% |
| CC1=C(C(=O)Nc2ccc(C)cc2)C(c2ccc(Cl)cc2)n2nnnc2N1 (stereo unspecified) | 7% |
| Cc1ccc(S(=O)(=O)CCOC(=O)CNC(=O)OCc2ccccc2)cc1 | 1% |
| Cc1ccc(S(=O)(=O)NCCc2cn3ccsc3n2)cc1 | -2% |
| CC(=O)Nc1ccc(-c2ccnc3c2CC(C(=O)NCCc2ccccc2)O3)cc1 (stereo unspecified) | -6% |
| N#Cc1cccc(NC(=O)N2CC[C@@]3(CCCN(C(=O)c4cc(C(F)(F)F)cc(C(F)(F)F)c4)C3)C2)c1 | -1% |
| CCc1ccc(S(=O)(=O)c2nnn(-c3cccc(C)c3)c2N)cc1 | -2% |
| COc1ccc(NC(=O)CC2C(=O)N(c3cccc(OC)c3)C(=O)N2CCc2cccs2)cc1 (stereo unspecified) | -6% |

| SMILES | TbPYK inhibitor |
| --- | --- |
| Cc1ccc(NC(=O)c2ccc(=O)n(Cc3ccccc3C)c2)c(C)c1 | 0% |
| CCc1ccc(NC(=O)CC(NCc2cccnc2)C(=O)O)cc1 (stereo unspecified) | -5% |
| O=C(Nc1sc2c(c1C(=O)NCc1ccco1)CCCC2)c1cc(=O)c2ccccc2o1 | 3% |
| Cc1ccc(-c2cc3nc(NCCc4ccncc4)n(C)c(=O)c3s2)cc1 | -3% |
| CC(=O)Nc1cc(C(=O)NCc2ccccc2Cl)ccc1Sc1ccc(F)cc1 | -16% |
| O=C1NC[C@H](Cc2ccc(O)cc2)N(C[C@@H]2CCCN2C[C@H](Cc2ccccc2)N2C[C@H](Cc3ccc(O)cc3)N(CCc3ccccc3)C(=O)C2=O)C1=O | 0% |
| CC1CN(C(=O)Nc2ccc(C(=O)NCCc3ccc(Cl)cc3)cc2)c2ccccc2S1 (stereo unspecified) | 2% |
| CCN(c1cc(C)cc(C)c1)S(=O)(=O)c1nnc(NC(=O)c2cccc(F)c2)s1 | -4% |

| SMILES | TbPYK inhibitor |
| --- | --- |
| O=C(NCC(c1ccc2c(c1)OCO2)N1CCOCC1)C(=O)Nc1ccc(F)cc1F (stereo unspecified) | 4% |
| CC(=O)Nc1ccc(S(=O)(=O)Nc2cccc(-c3ccc(N4CCCCCC4)nn3)c2)cc1 | 0% |
| COc1ccc(NC(=O)Nc2nnc([C@@H]3C[C@H](O)[C@@H](CO)O3)s2)cc1 | -4% |
| CCOc1ccc(/C=C/C(=O)Nc2sc3c(c2C(=O)OC)CCCC3)cc1 | -13% |
| Cc1ccc(-n2nc(C)c3c(C(=O)Nc4ccc(C)cc4Cl)cc(C)nc32)cc1 | -7% |
| N#Cc1ccc(C(=O)Nc2ccccc2-c2nc3ccccc3s2)c(F)c1 | -8% |
| Cc1c(C)c2c(c(C)c1OC(=O)CCC(=O)OCCO)CC[C@](C)(CCC[C@H](C)CCC[C@H](C)CCCC(C)C)O2 | 4% |
| Cc1nc2nc(SCC(=O)NC3CCCCC3)nn2c(C)c1Cc1ccccc1Cl | -12% |

| SMILES | TbPYK inhibitor |
| --- | --- |
| CCCCCCCCN1C(=O)[C@H](CC(=O)NCCC(C)C)C[C@@]2(C(=O)OCC)CCCC=C12 | 3% |
| Cc1ccc(NC(=O)CSc2ncc(-c3ccccc3)[nH]2)cc1 | 2% |
| CC1(C(=O)NS(=O)(=O)c2ccc(Br)cc2)CCN1C(=O)CCc1ccccc1 (stereo unspecified) | 3% |
| COc1ccc2cc3cc(C(=O)N4CCN(c5ccc(C(C)=O)cc5)CC4)sc3nc2c1Cl | -1% |
| COc1ccc(-c2csc(C(C)(O)c3ccc(F)c(F)c3)n2)cc1 (stereo unspecified) | 0% |
| COc1ccc(Cn2cc(CN3CC(N4CCN(CCO)CC4)CS3(=O)=O)nn2)cc1 (stereo unspecified) | -3% |
| Cc1cccc2nc(-c3cccnc3)c(Nc3ccc(C(C)C)cc3)n12 | -2% |
| CCN(CC)S(=O)(=O)c1ccc(NC(=O)c2ccc3c(=O)n4c(nc3c2)CCCCC4)cc1 | -14% |

structure	TbPYK inhibitor
COc1ccccc1-c1nnc(SCC(=O)c2ccc(F)cc2)n1-c1ccccc1	-10%
Cc1cccc(-c2ccc3[nH]c4c(c3c2)CCN2C[C@H]3[C@H](C)ON(C)[C@H]3C[C@@H]42)c1	-3%
CN(C)CCCOc1ccc(-c2cccc3nncn23)cn1	2%
C#Cc1cccc(Nc2nc(NCc3ccccc3OC)nc3ccsc23)c1	-9%
CCOC(=O)c1cc(-c2ccc(OC)cc2)n(CCC(=O)NCc2ccc(OC)cc2)c1C	-3%
O=C1NC[C@H](CCCCN2CCN(Cc3ccccc3)C(=O)C2=O)N(CCC2CCCCC2)C1=O	5%
Cc1cc(C)cc(CC(=O)N2CCC2(C)C(=O)NS(=O)(=O)c2cccc(OC(F)F)c2)c1 (stereo unspecified)	-5%
COc1cccc(N2CCN(C(=O)c3cnc4c(-c5ccc(F)cc5)c(C)nn4c3C)CC2)c1	-7%
Cc1ccc(NC(=O)C2(C)CCCN2C)cc1C (stereo unspecified)	2%
Cc1ccc(S(=O)(=O)N2CCC(C(=O)N3CCCCCCC3)CC2)cc1C	-6%
Cc1ccc(NCc2cccn2-c2nnc(N3CCC(C(=O)NCCC(C)C)CC3)s2)cc1	6%
CCc1nnc(SCc2nc(-c3cccc(Cl)c3)oc2C)c2cc3sc(C)cc3n12	-9%
COc1cccc(CNC(=O)[C@@H]2CCCN2C(=O)[C@@H]2CCCN2S(=O)(=O)c2ccc(OC)c(C)c2)c1	-1%
CC(C)(C)c1ccc(C(=O)NC2=NC(c3cccc(F)c3)CC(=O)N2)cc1 (stereo unspecified)	3%
COc1cccc(-c2cnc3c(NC(C)=O)cc(-c4cc(OC)c(OC)c(OC)c4)cn23)c1	-6%
Cc1cc(Br)cn2c(Cc3ccsc3)c(C3CCCCC3)nc12	0%
CC(=O)c1ccc(OC(=O)c2c(-c3ccccc3Cl)noc2C)cc1	8%
C#CC(c1ccccc1)(c1ccccc1)n1ccnc1	6%
CCc1cccc(C)c1NC(=O)CSc1nc(C)cc(C)c1C(=O)Nc1ccccc1	-2%
CC1(C(=O)Nc2ccc3c(c2)OCO3)CCN1C(=O)CCc1cccs1 (stereo unspecified)	-11%
c1ccc2c(C3OCC4(CCCC4)CO3)cccc2c1	-8%
Cc1cccn2c(=O)c(C(=O)NCCc3ccccc3)c(O)nc12	-2%
CC1CCN(C(=O)CSc2nc(-c3ccc(F)cc3)cc(C(F)(F)F)n2)CC1	-3%
C1=C(c2cn(-c3nc4ccccc4s3)nn2)CCCC1	0%
CCC(=O)N1CCc2cc(CNS(=O)(=O)c3c(C)cc(C)cc3C)ccc21	6%

structure	TbPYK inhibitor
Cc1cc(C)cc(NC(=O)CSc2nccn2C2CCCC2)c1	2%
CSCCC(c1nnnn1C(C)(C)C)N1CCC2(CC1)C(=O)NCN2c1ccccc1 (stereo unspecified)	-3%
CC(C)(C)c1ccc(C(=O)NC(Cc2c[nH]c3ccccc23)C(=O)OCC(=O)c2ccc(Cl)cc2)cc1 (stereo unspecified)	2%[15.4 µM]
CCCN(Cc1cccs1)C(=O)Nc1ccccc1C	2%
CCOc1ccc2nc(N3CCN(C(=O)c4ccco4)CC3)sc2c1	-3%
COc1ccc(C(=O)N2c3nc(-c4ccco4)nn3C3(CCCCC3)[C@@H]3CCCC[C@@H]32)cc1OC	?
COc1ccc(CNC(=O)C2CCN(C(=O)c3cnn(-c4ccccc4)c3-n3cccc3)CC2)cc1	4%
COC(=O)N1CCC2(CCCN(c3ccc(-c4ccccc4)cc3)C2)CC1	-6%
CCOC(=O)[C@]12Cc3c(cc(OC)c(OC)c3OC)[C@H]1N(C(C)C)C(=O)c1ccccc12	4%
Cc1noc(C)c1NC(=O)Nc1ccc2c(c1)C(=O)N([C@@H](C)CO)C[C@@H](C)[C@H](CN(C)C(=O)Nc1cccc3ccccc13)OCCCC[C@H](C)O2	0%
Cc1c(C(=O)Nc2ccc(F)c(Cl)c2)oc2ccc(S(=O)(=O)N(C)C3CCCCC3)cc12	2%
Cc1ccc(C)c(Cn2c3ccccc3c3cnn(CC(=O)NC(C)c4ccccc4)c(=O)c32)c1 (stereo unspecified)	-2%
CC(=O)Nc1ccc(CN(C)c2c(C)nc3ccc(C(=O)N4CCN(C(C)=O)CC4)cn23)cc1	-2%
Cc1cc2[nH]c(=O)c(=O)[nH]c2cc1S(=O)(=O)Nc1cccc(C(F)(F)F)c1	4%
CC1(C(=O)Nc2cccnc2)Cc2c(-c3ccccc3)ccnc2O1 (stereo unspecified)	2%
CN1CCN(CCNC(=O)c2cnn(-c3ccc(Cl)cc3)c2C2CCN(C(=O)OC(C)(C)C)CC2)CC1	-8%
COc1cc(C(=O)NCCCc2nc3ccccc3n2CC(C)C)cc(OC)c1OC	-2%
COc1ccccc1-c1nnc(SCC(=O)Nc2ccccc2F)o1	-2%
O=c1cc2nc(-c3ccccc3)nc(SCc3cccc(Br)c3)n2[nH]1	-6%
COc1cc(C=NNC(=O)C(=O)Nc2cccc(Cl)c2)cc(OC)c1O	-3%
OC(c1cccnc1)c1nc(/C=C/c2ccc(C(F)(F)F)cc2)cs1 (stereo unspecified)	-1%
COc1cccc2sc(N(Cc3cccnc3)C(=O)c3ccc4c(c3)OCCO4)nc12	3%
CCOC(=O)CCCCCC(=O)Nc1ccc2c(c1)C(=O)N([C@@H](C)CO)C[C@H](C)[C@H](CN(C)C(=O)Nc1ccc(C(F)(F)F)cc1)OCCCC[C@H](C)O2	2%
COC(=O)c1cc2oc(C)cc2n1Cc1ccc(Br)cc1F	-3%
CN(Cc1ccccc1)C(=O)c1ccc(CSc2nc3cccnc3n2Cc2ccccc2)cc1	0%

structure	TbPYK inhibitor
Cc1cc2nc3c(=O)n(C)c(=O)n(C)c3nc2cc1N=CN(C)C	-10%
Cc1cc2c(cc1C)NC(CC(=O)Nc1cccc(C)c1C)C(=O)N2 (stereo unspecified)	3%
CNC(=O)Cn1c(=O)c2cccn2c2ccc(F)cc21	-10%
CCOc1ccccc1CN1CCc2nc(Nc3ccc4c(c3)OCCO4)ncc2C1	-1%
Cc1cccc(C(=O)NCC(=O)OCc2cc(=O)n3nc(CC(C)C)sc3n2)c1	-8%
CC(C)CCNC(=O)c1ccc(Cn2c(SCC(=O)NC(C)C)nc3ccccc3c2=O)cc1	1%
COc1cccc(NC(=O)CSC2=Nc3ccccc3C3=NC(CC(=O)NCc4cccs4)C(=O)N23)c1 (stereo unspecified)	-10%
Cn1cc(C(=O)NCCc2ccc(Cl)cc2)c(=O)c2cc(S(=O)(=O)N3CCOCC3)ccc21	-7%
COc1cccc2c1Oc1ncccc1N(c1ccc(C(=O)NCc3cccc(C)c3)s1)C2	-4%
Cc1ccc(NC(=O)CCS(=O)(=O)c2cc3c4c(c2)CCN4C(=O)CC3)c(C)c1	-3%
COc1cccc(CNC(=O)C(=O)NCC(c2cccs2)S(=O)(=O)c2cccs2)c1 (stereo unspecified)	-1%

Structures shown so far that have a cyano group (two):
structure	TbPYK inhibitor
N#Cc1cccc(NC(=O)N2CC[C@@]3(CCCN(C(=O)c4cc(C(F)(F)F)cc(C(F)(F)F)c4)C3)C2)c1	-1%
N#Cc1ccc(C(=O)Nc2ccccc2-c2nc3ccccc3s2)c(F)c1	-8%
